# GSK3A inh = blocks human GSK-3 alpha kinase | inhibition, % at 10 µM | actives 0.1% (n = 320,000) | ADP-Glo luminescence, 60 min | P49840;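 in the data active = inhibition above about 50%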;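 also: GST-tagged GSK-3 alpha with peptide substrate and 25 µM ATP; 0% = DMSO neutral wells and 100% = GW8510 positive control wells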
# Target sequence (P49840 whole entry, looked up): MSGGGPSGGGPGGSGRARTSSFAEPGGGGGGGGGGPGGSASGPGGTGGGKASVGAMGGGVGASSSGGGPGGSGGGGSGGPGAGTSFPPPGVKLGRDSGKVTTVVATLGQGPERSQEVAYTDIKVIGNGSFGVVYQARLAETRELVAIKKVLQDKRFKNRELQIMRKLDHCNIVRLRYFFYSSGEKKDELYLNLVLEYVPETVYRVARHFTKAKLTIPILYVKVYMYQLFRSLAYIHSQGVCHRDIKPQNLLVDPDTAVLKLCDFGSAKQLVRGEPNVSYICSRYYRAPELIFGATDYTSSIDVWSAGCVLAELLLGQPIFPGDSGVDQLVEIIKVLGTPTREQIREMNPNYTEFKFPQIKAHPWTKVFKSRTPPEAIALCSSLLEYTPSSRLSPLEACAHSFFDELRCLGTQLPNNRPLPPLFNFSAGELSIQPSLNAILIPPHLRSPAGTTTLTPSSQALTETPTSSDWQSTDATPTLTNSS
# Numbers without * were called inactive; & = joins results of further samples. An excerpt. The share of hits here may be higher or lower than overall.
SMILES,GSK3A inh
NC(=O)c1ccc(-c2nnn(CC(=O)Nc3cccc(S(=O)(=O)N4CCCC4)c3)n2)cc1,0
O=C(COC(=O)c1cccc(Cl)c1)NC(=O)NCc1ccccc1,-3
CC(=O)c1ccc(NC(=O)CSc2nc3ccccc3c(=O)n2CCCN2CCOCC2)cc1,-1
COC(=O)c1ccc(N2CC3CNC(=O)C2(C(=O)OC)N3C)cc1 (stereo not drawn),-2&4
COc1ccccc1-c1oc2ccccc2c1C#CCCCCO,0
CN(Cc1ccc(Cl)cc1)C(=O)c1ccc(S(=O)(=O)NCc2ccco2)cc1,0
N[C@@H](Cc1ccc(O)cc1)C(=O)Nc1ccc2ccccc2c1,-9
COc1ccc(NC(=O)c2cccc3c2C(=O)c2ccc(-c4cnc(OC)nc4)cc2S3(=O)=O)cc1,0
COc1ccc(C(CNC(=O)C(C)(C)Oc2ccc(Cl)cc2)N2CCCC2)cc1 (stereo not drawn),-1
CN(C)S(=O)(=O)c1cccc(NC(=O)CCNC(=O)Nc2ccccc2)c1,2
Cc1c(C(=O)OCC(=O)NCCN2C(=O)CSC2=O)cccc1[N+](=O)[O-],-3
Cc1cc(C)n(CCCNC(=O)COc2ccc([N+](=O)[O-])cc2)n1,-3
CC(=O)Nc1ccc(C(=O)COC(=O)c2c(C)noc2C)c(F)c1,-1
CCOc1ccc2oc(C(=O)OCC(=O)N3CC(C)OC(C)C3)c(C)c2c1 (stereo not drawn),-7
COc1ccc(S(=O)(=O)Nc2ccc3cn[nH]c3c2)cc1[N+](=O)[O-],2
C/C(=N\NC(=O)c1ccc(-n2cnnn2)cc1)c1ccc(Cl)cc1,0
Cc1ccc(S(=O)(=O)Nc2nc(CN3CCOCC3)nc3sc(C)c(C)c23)cc1,-2
COc1cc(OC)cc(C(=O)NNC(=O)Cc2cccs2)c1,-1
CCCN(CC(=O)Nc1ccccc1OC)C(=O)CSc1ccc(Br)cc1C,7
CC(=O)c1c(C)[nH]c(C(=O)OCC(=O)N2CCc3ccccc3C2)c1C,0
CC(=O)c1cccc(NCC(=O)N2CCN(S(=O)(=O)c3ccccc3)CC2)c1,-4
O=C(Cn1cc(C(F)(F)F)ccc1=O)N1CCc2ccccc2C1,-2
COc1ccc(/C=C/c2c(-c3ccccc3OC)sc3ccccc23)cc1OC,-2
CC1CCN(C(=O)c2ccc(S(=O)(=O)N3CCCCCC3)cc2)CC1,-1
CC(C)NC(=O)N(C)C[C@H]1Oc2c(NC(=O)c3ccc(-c4nccs4)cc3)cccc2C(=O)N([C@@H](C)CO)C[C@H]1C,-1
CC(OC(=O)c1n[nH]c2ccccc12)C(=O)NC1CCCCC1C (stereo not drawn),0
CCOC(=O)[C@H]1[C@H]2COc3ccc(Br)cc3[C@@H]2N2C(=O)CN(Cc3ccc(F)cc3)C(=O)[C@@]12C,1
Cc1ccsc1C(=O)OCC(=O)NC1CCCC(C)C1C (stereo not drawn),1
Cc1cccc(N(Cc2ccccc2)C(=O)CN2C(=O)NC3(CCCC3)C2=O)c1,15
Cc1nc(SCc2nc3c(F)cccc3[nH]2)c2oc3ccccc3c2n1,0
Cc1ccc(CSc2nnc(NC(=O)C3=COCCO3)s2)cc1,-1
C/C=C/C1=CC(=O)C[C@H](c2ccc(Cl)cc2)C1,1
Cc1ccc(S(=O)(=O)N2CCN(CCc3ccncc3)CC2)cc1,1
NC(=O)c1cc([N+](=O)[O-])ccc1NCc1ccc(O)cc1,18
C[C@@H]1COC(=O)[C@H](CC(=O)OC(C)(C)C)C/C=C\C[C@H](CC(=O)NCCO)C(=O)N1,1
CC1CC(C)CN(C(=O)CN2C(=O)NC3(CCCCCC3)C2=O)C1 (stereo not drawn),2
COc1cccc(CC(=O)OCC(=O)c2cc(OC)c(OC)c(OC)c2)c1,-1
Cc1cc(C)c(NC(=O)COc2cccnc2[N+](=O)[O-])c(C)c1,-3
COC(=O)c1c(-c2ccc(SC)cc2)sc2ccc(OC)cc12,-1
Cc1ccc(C)c(S(=O)(=O)N2CCN(c3nc(CN4CCOCC4)nc4sc(C)c(C)c34)CC2)c1,0
COc1ccc(CCN2CC(C(=O)Nc3nccs3)CC2=O)cc1OC (stereo not drawn),0
O=C(Nc1cccc(Cl)c1)c1nc[nH]c1C(=O)NCCCCNC(=O)c1[nH]cnc1C(=O)Nc1cccc(Cl)c1,-4
N#Cc1ccccc1OCC(=O)OCC(=O)c1c[nH]c2ccccc12,0
CCCCN(C(=O)CCC(=O)OCC(=O)NCc1ccccc1)c1c(N)n(CCC)c(=O)[nH]c1=O,-11
COc1ccc(CNC(=O)c2ccc(Cl)c(S(=O)(=O)N3CCOCC3)c2)cc1OC,1
Cc1sc2ncnc(N3CCN(S(=O)(=O)c4ccc(C(C)(C)C)cc4)CC3)c2c1C,-1
CC(NC(=O)CN(C)CC(=O)Nc1cccc(F)c1)c1ccccc1 (stereo not drawn),21
Cc1ccc2c(COC(=O)C3CSC4(C)CCC(=O)N34)cc(=O)oc2c1C (stereo not drawn),2
C=C[C@H](CC(C)C)N(Cc1ccccc1)S(=O)(=O)N(Cc1ccc(OC)cc1)[C@H](C=C)CC(C)C,-4
CCOC(=O)[C@H]1[C@H]2COc3ccccc3[C@@H]2N2C(=O)c3cc(OC)c(OC)cc3NC(=O)[C@@]12C,-39
COc1cccc(CCC(=O)Nc2cccc(S(=O)(=O)N3CCCC3)c2)c1OC,1
O[C@@H]1[C@@H](O)C=C2CCN3Cc4cc5c(cc4[C@H]1C23)OCO5 (stereo partly drawn),-2
Cc1ccc2c(COC(=O)C3CC(=O)N(c4ccc5c(c4)OCCO5)C3)cc(=O)oc2c1 (stereo not drawn),0
Cn1c(N)c(C(=O)COC(=O)c2ccc(C(F)(F)F)cc2)c(=O)n(C)c1=O,-2
Cc1cccc(C)c1NC(=O)CNC(=O)c1ccc2ccccc2n1,-1
C=CCn1c(SCC(=O)Nc2ccc3c(c2)OCCO3)nc2cc(C(=O)O)ccc2c1=O,1
CC(OC(=O)c1cc(S(=O)(=O)N2CCOCC2)ccc1F)C(=O)NC1CCCC1 (stereo not drawn),0
O=C(COC(=O)c1cncc(Br)c1)Nc1ccc(N2CCCCC2)cc1,0
CC(C)(C)[C@@H]1CCC(=O)N(CC[C@H](Sc2ccc(Br)cc2)c2ccccc2)CC1,0
COC(=O)[C@H](CCSC)NC(=O)Cn1cnc2c(SC)nc(N)nc21,-2

# Additional results
SMILES,GSK3A inh
O=C(N/N=C/c1c(Cl)cccc1Cl)c1ccc(-n2cnnn2)cc1,-1
CCC(C)c1ccc(S(=O)(=O)N2CCN(C(C)C(=O)NC3CCCC3)CC2)cc1 (stereo not drawn),0
O=S(=O)(Nc1ccccc1N1CCOCC1)c1cccs1,1
CC[C@]12c3[nH]c4ccccc4c3CCN1C(=O)C(CC(=O)NCc1ccco1)C[C@@H]2C(=O)N1CCN(C(=O)C2CC2)CC1 (stereo partly drawn),-3
COc1cc(OC)cc(C(=O)OCC(=O)NCc2ccco2)c1,1
CC(C(=O)Nc1ccc(C(F)(F)F)cc1)N(C)CC(=O)N1CCN(Cc2ccccc2)CC1 (stereo not drawn),-2
O=C(CCC(=O)c1ccc(Cl)s1)Nc1ncccc1O,0
CCN(CC(=O)Nc1ccc(OC)cc1)C(=O)CSCc1ccc(C)cc1,0
CCOC(=O)c1ccc(NC(=O)CN2C(=O)NC3(CCCCCCC3)C2=O)cc1,-5
Nn1c(SCC(=O)Nc2ccc(N3CCOCC3)cc2)nnc1-c1cccc(F)c1,1
CN(C(=O)c1cccc(S(=O)(=O)NCc2ccccc2)c1)C1CCCCC1,1
COc1ccc(S(=O)(=O)NCc2ccncc2)cc1NC(=O)c1ccccc1F,0
CN1CCN(C(=O)c2cccc(-c3cc(O)c4ncccc4c3)c2)CC1,-2
COc1ccc(C(=O)NCC(c2ccco2)N2CCCC2)cc1S(=O)(=O)N1CCCCC1C (stereo not drawn),7
CCN(CC)c1ccc(S(=O)(=O)N2CCOCC2)cc1NC(=O)Nc1ccccc1,0
COc1cc2ccc(=O)oc2cc1O,3
Cc1cc(C(=O)OCC(=O)Nc2ccccc2C)c(C)o1,0
C=CCN(CC(=O)NC1CC1)S(=O)(=O)c1cccc(C(F)(F)F)c1,4
COc1ccc(Cl)cc1NC(=O)CN(C)C(=O)C1CCN(C(=O)Nc2ccccc2)CC1,0
O=C(CNC(=O)c1cccc(Cl)c1)NCC(c1cccs1)N1CCOCC1 (stereo not drawn),1
O=C(COc1cccc(F)c1)Nc1nc(-c2ccncc2)cs1,-2
CC[C@H](C)[C@@H](C(=O)NCCCCCCCCCCC(=O)N1CCNCC1)n1cc(CCCCN=C(N)N)nn1,8
C[C@H](CO)N1C[C@H](C)[C@@H](CN(C)C(=O)NC2CCCCC2)Oc2ccc(NC(=O)NC3CCCCC3)cc2C1=O,2
C[C@H](CO)N1C[C@H](C)[C@@H](CN(C)C(=O)Nc2ccc3c(c2)OCO3)Oc2c(NC(=O)C3CCCCC3)cccc2C1=O,-2
Cc1cc(C)n(-c2ccc(C(=O)OCC(=O)Nc3ccccc3F)cc2)n1,0
O=C(O)c1cc(S(=O)(=O)N2CC=C(c3ccccc3)CC2)ccc1O,-3
O=C(COC(=O)Cc1c(Cl)cccc1Cl)NCc1ccco1,2
O=C(COC(=O)Cc1cccs1)Nc1cc(S(=O)(=O)N2CCOCC2)ccc1Cl,2
CC(=O)Nc1nc2cc(N)ccc2s1,-5
COc1ccc(C(=O)OCC(=O)c2c(N)n(C)c(=O)n(C)c2=O)c(OC)c1OC,-1
CN(CC(=O)Nc1ccc(F)cc1)C(=O)COC(=O)c1ccc(=O)n(Cc2ccccc2)n1,-2
CN(C)c1ccc(C(=O)NNC(=O)C23CC4CC(CC(C4)C2)C3)cc1,-2
COc1ccccc1NC(=O)COc1ccc(C(=O)NCC2CCCO2)cc1OC (stereo not drawn),0
O=C(COC(=O)c1ccc(CO)cc1)Nc1ccc2ccccc2c1,4
O=C1c2ccccc2C(=O)N1CCCCc1cn(C[C@H]2CC[C@@H]([C@@H]3CC[C@H](Cn4cc(CCCCN5C(=O)c6ccccc6C5=O)nn4)O3)O2)nn1,1
Cc1noc(C)c1NC(=O)Nc1cccc2c1O[C@H](CN(C)C(=O)NC(C)C)[C@@H](C)CN([C@H](C)CO)C2=O,-5
COc1ccc(CN(C)C(=O)COC(=O)c2cnc(Cl)c(Cl)c2)cc1,-12
O=C(c1cc(-c2ccncc2)nc2ccccc12)N1CCN(c2ncccn2)CC1,1
O=C1CCC(C(=O)Nc2ccc([N+](=O)[O-])cc2)N1 (stereo not drawn),-3
Cc1ccccc1NC(=O)CSC(=O)c1ccccc1,-8
COc1ccc([C@H]2CC(=O)C=C(c3cccc(Br)c3)C2)cc1OC,-1
CC(C(=O)Nc1ccc(S(=O)(=O)N2CCCC2)cc1)N1CCN(c2ccccc2O)CC1 (stereo not drawn),0
COc1ccc([C@H]2CC(=O)C=C(c3ccc(Br)c4ccccc34)C2)cc1,-4
Cc1cc(C)n2nc(SCC(=O)N3CCC(C(=O)O)CC3)nc2n1,-2
CC(C)(C)OC(=O)N[C@H](C(=O)OC(C)(C)C)c1ccc2ccccc2c1,-2
O=C(COC(=O)C1CC1)Nc1ccc(S(=O)(=O)N2CCOCC2)cc1,-3
CC1(c2ccc3c(c2)OCCCO3)NC(=O)N(CC(=O)NCCc2ccccc2)C1=O (stereo not drawn),-3
CN(C(=O)c1ccc(NC(=O)C2CCCN(C(=O)OC(C)(C)C)C2)cc1)C1CCCCC1 (stereo not drawn),-1

# A draw from above in order of length of the SMILES, lowest first.
SMILES,GSK3A inh
Cc1ccccc1NC(=O)CSC(=O)c1ccccc1,-8
O=C1CCC(C(=O)Nc2ccc([N+](=O)[O-])cc2)N1 (stereo not drawn),-3
Cc1cc(C)n2nc(SCC(=O)N3CCC(C(=O)O)CC3)nc2n1,-2
COc1ccccc1NC(=O)COc1ccc(C(=O)NCC2CCCO2)cc1OC (stereo not drawn),0
COc1ccc([C@H]2CC(=O)C=C(c3cccc(Br)c3)C2)cc1OC,-1
CN(C)c1ccc(C(=O)NNC(=O)C23CC4CC(CC(C4)C2)C3)cc1,-2
O=C(c1cc(-c2ccncc2)nc2ccccc12)N1CCN(c2ncccn2)CC1,1
COc1ccc([C@H]2CC(=O)C=C(c3ccc(Br)c4ccccc34)C2)cc1,-4
CC(C)(C)OC(=O)N[C@H](C(=O)OC(C)(C)C)c1ccc2ccccc2c1,-2
CC1(c2ccc3c(c2)OCCCO3)NC(=O)N(CC(=O)NCCc2ccccc2)C1=O (stereo not drawn),-3
CC(C(=O)Nc1ccc(S(=O)(=O)N2CCCC2)cc1)N1CCN(c2ccccc2O)CC1 (stereo not drawn),0
CN(C(=O)c1ccc(NC(=O)C2CCCN(C(=O)OC(C)(C)C)C2)cc1)C1CCCCC1 (stereo not drawn),-1
Cc1noc(C)c1NC(=O)Nc1cccc2c1O[C@H](CN(C)C(=O)NC(C)C)[C@@H](C)CN([C@H](C)CO)C2=O,-5
O=C1c2ccccc2C(=O)N1CCCCc1cn(C[C@H]2CC[C@@H]([C@@H]3CC[C@H](Cn4cc(CCCCN5C(=O)c6ccccc6C5=O)nn4)O3)O2)nn1,1

# The results go on:
SMILES,GSK3A inh
CCN(C[C@H]1N[C@@](C)(C(=O)OC)[C@H]2C(=O)N(Cc3ccccc3)C(=O)[C@@H]12)S(=O)(=O)c1ccc(F)cc1,-1
CC(C)C[C@@H](CNC(=O)OC(C)(C)C)NC(=O)c1nc[nH]c1C(=O)N[C@@H](CC(C)C)C(=O)CNC[C@H](CC(C)C)NC(=O)c1nc[nH]c1C(=O)N[C@@H](Cc1c[nH]c2ccccc12)C(=O)OC(C)(C)C,-9
Cc1cnc(C(=O)OCC(=O)Nc2ccc(Br)cc2F)cn1,0
COc1ccc(-n2nnnc2SC(C)C(=O)NC2CCCC2)cc1 (stereo not drawn),0
O=C(NC(=S)N1CCOCC1)c1cn(-c2ccccc2)nc1-c1ccccc1,-2
CC(C)(C)OC(=O)N1CCC(NC(=O)c2nc[nH]c2C(=O)N2CCN(c3ccccc3)CC2)CC1,0
COCc1nc2c([nH]1)c(=O)n(C)c(=O)n2CC(C)C,5
